Source: PubChem BioAssay (NMMLSC)
Mcl-1 Bim block: inhibitors of Bim-Mcl-1 interaction, human. Q07820. Bead-based flow cytometry, Bim peptide-Mcl-1 binding. inhibition, % at 10 µM. 190,000 tested, 0.1% active;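 note: 0% = no compound tracer wells and 100% = peptide blocker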
RGS8-Gao reg: human RGS8-Galphao interaction regulation | 220,000 tested, 0.34% active | response (percent of control binding), % at 10 µM | multiplexed bead flow cytometry, RGS8-Galphao binding; actives lie on both sides; in the data active = response below about 60% or above about 140%; inactive = in between;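 note: Galphao activated as the GDP aluminium fluoride complex binding bead-coupled RGS8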
Target sequence (P09471 whole entry, looked up): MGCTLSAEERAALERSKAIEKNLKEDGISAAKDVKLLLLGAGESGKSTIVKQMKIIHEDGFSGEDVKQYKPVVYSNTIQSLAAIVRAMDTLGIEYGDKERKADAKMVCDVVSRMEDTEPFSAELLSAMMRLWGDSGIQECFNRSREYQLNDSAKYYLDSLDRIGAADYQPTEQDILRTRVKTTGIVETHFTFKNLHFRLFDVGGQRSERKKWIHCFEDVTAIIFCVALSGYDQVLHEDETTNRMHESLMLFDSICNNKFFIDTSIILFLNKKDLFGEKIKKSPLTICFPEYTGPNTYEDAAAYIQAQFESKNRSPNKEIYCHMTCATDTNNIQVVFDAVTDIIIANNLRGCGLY
RGS4-Gao reg: human RGS4-Galphao interaction regulation. 220,000 tested, 0.33% active. P09471. binding response (% of control), % at 10 µM. Multiplexed bead flow cytometry, RGS4-Galphao binding; actives lie on both sides. AID 1415; in the data active = binding response below about 49% or above about 150%; inactive = in between;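 note: fluorescent Galphao activated with aluminum fluoride binding bead-coupled RGS4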
ABCB1 inh: blocks JC-1 efflux by human ABCB1 transporter; AID 1326; inhibition, % at 6.6 µM; CCRF-Adr cells, flow cytometry; 190,000 tested, 0.067% active; in the data active = inhibition above about 40%;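 note: 0% = vehicle and 100% = reference inhibitor; higher value means more JC-1 retained so stronger ABCB1 efflux block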
ABCG2 block: blocks JC-1 efflux by human ABCG2 transporter; Q9UNQ0; IgMXP3 cells, flow cytometry; inhibition, % at 6.6 µM; 190,000 tested, 0.1% active;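 active = inhibition above 80%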;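 note: 0% = DMSO and 100% = nicardipine control wells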
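Test system: IgMXP3 (ABCG2) plus far-red-tagged CCRF-Adr (ABCB1) cells / Amount: 3 million cells/mL in well / Reagent: JC-1 transporter substrate / Timing: 10 min compound exposure, 25 °C / Signal: flow cytometry, 530 nm JC-1 signal / Read-out: percent efflux inhibition, scaled nicardipine 100% to DMSO 0% / Benchmarks: nicardipine as high control, DMSO as low control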
RGS7-Gao reg: regulators of human RGS7-Galphao interaction | Multiplexed bead flow cytometry, RGS7-Galphao binding; actives lie on both sides | binding response (% of control), % at 10 µM | 220,000 tested, 0.35% active; in the data active = binding response below about 49% or above about 150%; inconclusive = no clear call, values can overlap the other calls; inactive = in between;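 note: fluorescent Galphao held in activated GDP-AlF4 state binding bead-coupled RGS7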
Bcl-B Bim block: human Bim-Bcl-B interaction inhibition; Q9HD36; bead-based flow cytometry, Bim peptide-Bcl-B binding; inhibition, % at 10 µM; 190,000 tested, 0.073% active; AID 951;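 note: 0% = tracer peptide without compound and 100% = reference inhibitor peptide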
Target sequence (Q9HD36 whole entry, looked up): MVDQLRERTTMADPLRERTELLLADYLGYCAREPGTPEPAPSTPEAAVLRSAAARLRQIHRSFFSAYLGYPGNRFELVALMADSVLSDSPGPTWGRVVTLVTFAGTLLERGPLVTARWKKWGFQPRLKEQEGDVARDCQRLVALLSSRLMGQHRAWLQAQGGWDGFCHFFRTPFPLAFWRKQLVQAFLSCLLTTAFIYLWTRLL
Bfl-1 Bim block: human Bim-Bfl-1 interaction inhibition; Q16548; Bead-based flow cytometry, Bim-Bfl-1 binding inhibition; inhibition, % at 10 µM; 190,000 tested, 0.12% active;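 note: 0% = wells without compound plus tracer and 100% = blocker peptide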
Bim-Bcl-XL: inhibitors of Bim-Bcl-XL interaction, human; Bim peptide-Bcl-XL binding, bead flow cytometry, fluorescence; AID 1007; inhibition, % at 10 µM; 190,000 tested, 0.04% active; Q07817
Bim-Bcl-W: inhibitors of Bim-Bcl-W interaction, human; Q92843; bead-based flow cytometry, Bim peptide-Bcl-W binding; inhibition, % at 10 µM; 190,000 tested, 0.02% active;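 note: 0% = bound tracer without compound and 100% = peptide blocker; higher means less fluorescent Bim peptide bound to Bcl-W beads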
Target sequence (Q92843 whole entry, looked up): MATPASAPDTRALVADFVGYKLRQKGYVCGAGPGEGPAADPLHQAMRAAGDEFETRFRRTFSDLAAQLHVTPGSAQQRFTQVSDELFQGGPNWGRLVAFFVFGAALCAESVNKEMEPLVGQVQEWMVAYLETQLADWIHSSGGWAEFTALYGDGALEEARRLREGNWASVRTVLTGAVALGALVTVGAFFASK
Bcl-2 Bim block: inhibitors of Bim-Bcl-2 interaction, human; P10415; Bead-based flow cytometry, Bim peptide-Bcl-2 binding; inhibition, % at 10 µM; 190,000 tested, 0.06% active; AID 950; in the data active = inhibition above about 40%; inconclusive = no clear call, values can overlap the other calls;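 note: 0% = no compound wells with probe peptide and 100% = reference peptide inhibitor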
Target sequence (P10415 whole entry, looked up): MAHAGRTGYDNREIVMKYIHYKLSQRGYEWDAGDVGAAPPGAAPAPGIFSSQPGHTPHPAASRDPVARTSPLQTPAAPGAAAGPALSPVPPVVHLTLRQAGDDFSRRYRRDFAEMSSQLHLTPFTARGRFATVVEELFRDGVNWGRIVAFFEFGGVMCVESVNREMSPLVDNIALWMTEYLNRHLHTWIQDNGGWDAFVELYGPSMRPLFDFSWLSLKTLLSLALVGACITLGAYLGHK
Starred values were filed as active, the others as inactive; ? = inconclusive; nt = not tested or not shown. Cut-off read from the data, not from the text of the source, unless noted: active = inhibition above about 40%.

SMILES	Mcl-1 Bim block	RGS8-Gao reg	RGS4-Gao reg	ABCB1 inh	ABCG2 block	RGS7-Gao reg	Bcl-B Bim block	Bfl-1 Bim block	Bim-Bcl-XL	Bim-Bcl-W	Bcl-2 Bim block
CN(C(=O)C12CC3CC(CC(C3)C1)C2)C1CCS(=O)(=O)C1 (stereo not drawn)	3	98	92	0.0	-1	91	4	5	0	-2	8
COc1ccc(C(=O)Nc2ccccc2C(=O)N/N=C/c2ccco2)cc1	-5	101	99	1.4	7	96	-5	-3	-5	-3	-3
CCCCn1nc2cc(C(=O)NCc3ccc(C(F)(F)F)cc3C(F)(F)F)ccc2c1OCC	0	98	96	1.9	18	96	0	-1	-1	-2	-4
Nc1nc(SCc2nnc(SCC(=O)O)n2-c2ccccc2)nc2sc3c(c12)CCCC3	1	101	99	-0.5	-2	103	-3	-9	-3	0	-4
Cc1ccc(C(=O)Oc2cccc(NC(=O)c3ccco3)c2)cc1S(=O)(=O)N1CCC(C)CC1	1	101	109	2.0	2	105	-2	-9	0	2	-7
O=C(Nc1cccc2ccccc12)N1CCN(Cc2ccccc2)CC1	-1	100	95	0.5	2	95	1	0	-2	0	0
COCC(=O)Nc1cccc(C(F)(F)F)c1	0	105	99	0.6	42	99	-3	-5	-2	-4	-1
Cc1cccn2cc(COc3ccc(-c4ccccc4)cc3)nc12	-4	96	96	0.3	10	93	-6	-5	-2	-2	-3
N#C/C(=C\c1c(N2CCC(C(N)=O)CC2)nc2ccccn2c1=O)S(=O)(=O)c1ccccc1	-2	103	102	0.2	16	101	-9	-10	-5	0	-8
CCCN(/C=N/c1sc2c(c1C#N)CCCCC2)CCC	-4	101	105	1.1	12	103	-2	0	-4	-5	-1
On1nnc2ccc3ccccc3c21	-21	101	99	0.2	5	97	-13	-4	-14	-11	-5
Cc1nc2ccccc2n1CC(O)COCC1CC=CCC1 (stereo not drawn)	-6	99	102	0.2	0	101	0	-1	-4	-3	-2
CS(=O)(=O)N(CC(=O)NCc1ccccc1Cl)Cc1ccccc1	2	101	100	0.2	-1	95	0	7	0	0	-16
Cc1cccnc1NC(=O)c1cc2c(=O)oc3ccccc3c2s1	-5	105	103	0.3	1	104	-6	0	-7	-3	-2
C=CCOc1cc(OC)c(OC)c(OC)c1	-2	101	97	0.2	0	98	-5	1	0	4	1
Cc1cc(NC(=O)CCCN2C(=O)c3cccc4cccc(c34)C2=O)no1	0	99	100	0.9	4	98	-3	-1	0	0	-1
CCn1c(-c2ccc(N(C)C)cc2)nc2ccccc21	0	105	98	0.3	20	103	-3	-4	-2	-1	0
CC(C)(CO)Nc1ccc([N+](=O)[O-])cc1[N+](=O)[O-]	2	98	100	0.0	0	101	-3	0	2	3	1
COc1ccc(NC(=O)C2(c3cccs3)CCOCC2)cc1	0	100	100	-0.5	0	?	-2	-4	-3	-1	0
O=C(CSc1ncccc1-c1nc2ccccc2[nH]1)N1CCN(c2ccccc2F)CC1	0	100	103	3.0	1	100	0	3	-1	0	4
CCOC(=O)CNC(=O)CSc1nc2cccnc2n1Cc1ccccc1	0	107	101	1.0	25	101	-8	-10	-4	0	-13
Cc1cnc(CN(C)Cc2nc(Cc3cccc(C(F)(F)F)c3)no2)[nH]1	1	105	103	0.7	1	104	0	-7	1	0	-3
Cc1nc([N+](=O)[O-])c(Br)n1Cc1ccc(Cl)c(Cl)c1	-1	100	98	1.2	13	98	-3	-5	0	0	0
CN1CCN(C(=O)c2ccc3c(c2)OCCO3)CC1	-2	98	103	0.9	0	103	-4	0	-2	-3	1
Cc1ccc(C(=O)c2ccc(C)cc2)cc1	-3	100	103	1.9	7	?	-2	-5	0	-1	-4
The list goes on:
SMILES	Mcl-1 Bim block	RGS8-Gao reg	RGS4-Gao reg	ABCB1 inh	ABCG2 block	RGS7-Gao reg	Bcl-B Bim block	Bfl-1 Bim block	Bim-Bcl-XL	Bim-Bcl-W	Bcl-2 Bim block
COc1ccc2nc(/C=N/NC(=O)[C@H](C)NC(=O)OC(C)(C)C)ccc2c1	-3	93	95	2.3	24	95	-11	5	0	0	0
COCc1[nH]nc2c1C(c1cc(OC)c(O)c(OC)c1)C(C#N)=C(N)O2 (stereo not drawn)	-5	109	101	0.7	8	104	-10	-16	-10	-2	-8
COc1cc(OC)cc(C(=O)Nc2cc(-c3cn4cccnc4n3)ccc2C)c1	-1	102	102	0.7	16	100	-2	-7	-8	0	0
Cn1c(N)c(C(=O)CSc2nc3ccccc3c(=O)n2CCCN2CCOCC2)c(=O)n(C)c1=O	-1	102	102	-0.1	5	99	-7	-12	-5	-4	-6
O=S(=O)(c1ccc(Cl)cc1)N1CCN(C(=S)Nc2ccc(F)c(Cl)c2)CC1	-2	102	104	0.6	2	104	-9	-4	-7	-2	-1
Cc1cc(Cl)c(S(=O)(=O)N2CCN(c3ccc(F)cc3)CC2)cc1OCC(N)=O	-2	80	98	0.2	-5	98	-1	-4	-6	-2	-7
COc1ccc2[nH]c(=O)c(CN(CCN(C)C)C(=O)NCc3ccccc3)cc2c1	0	99	99	0.4	1	100	-4	-8	-1	3	-6
COC(=O)N1CN(C(=O)OC)CN(C(=O)OC)C1	-1	99	99	0.0	0	98	1	-1	-2	0	0
CN1CCN(C(=S)Nc2cc(S(=O)(=O)N3CCOCC3)ccc2Cl)CC1	1	98	97	1.3	12	?	-8	-3	1	-1	-3
CCCc1nc(NCc2ccc3c(c2)OCO3)c2nnn(Cc3ccccc3Cl)c2n1	9	104	101	0.5	1	102	0	5	3	2	0
CCOc1ccccc1/C=N/NC(=O)c1cccc(Cl)c1	-4	95	101	0.6	10	99	-6	-2	-6	-3	-1
CCN1CCN(CCCNC(=O)CCc2nc(-c3ccc(OC)cc3)no2)CC1	4	103	103	0.5	-3	108	-3	-4	1	1	0
CC/S(CC1CC1(Cl)Cl)=N\S(=O)(=O)c1ccc(C)cc1 (stereo not drawn)	-4	101	103	1.8	-4	101	-7	-10	-10	2	-8
CN(CCO)C(=O)c1ccc(-c2nn(C)c(=O)c3ccccc23)cc1	2	103	103	0.1	1	105	-1	-2	2	0	-1
O=C(Oc1coc(CSc2nnc(NC(=O)C3CC3)s2)cc1=O)c1ccccc1	-4	105	100	-0.2	11	100	-9	-8	-13	-3	-9
Cc1ccc(C(=O)N2CCN(S(=O)(=O)N3CCOCC3)CC2)cc1	1	99	102	7.6	11	100	-5	-6	-3	-5	1
COc1ccccc1N1CCN(C(=O)C(F)F)CC1	-5	99	103	-0.8	-1	101	-7	-14	-6	-5	-7
O=C(c1ccc([N+](=O)[O-])cc1[N+](=O)[O-])N1CCCC1	5	101	101	0.2	0	96	1	-1	2	5	2
O=C(CSc1nc2ccccc2c(=O)n1-c1ccc(F)cc1)Nc1ccc2c(c1)CCC2	0	102	101	-0.3	-6	98	-1	1	-2	0	2
Cc1nc(-c2ccccc2)sc1-c1nc(-c2ccccc2)ncc1S(=O)(=O)c1ccccc1	-4	102	102	11	8	101	-14	-13	-6	2	-3
C/C(CC(=O)Nc1cc(C)cc(C)c1)=N\NC(=O)c1ccccn1	nt	90	98	5.7	24	98	nt	nt	nt	nt	?
Cc1cc(NC(=O)C2CC2)ncc1NC(=O)C12CC3CC(CC(C3)C1)C2	0	100	102	1.6	7	104	-6	-9	-4	0	-7
COc1ccc(C2CC(c3cccs3)=NN2C(=O)c2ccc(Br)o2)cc1 (stereo not drawn)	3	74	86	0.9	5	88	0	0	2	2	2
C=C(C)c1cccc(C(C)(C)NC(=O)N2CCCC(C(N)=O)C2)c1 (stereo not drawn)	-2	100	102	0.6	-4	100	-7	-16	-10	-3	-8
COc1ccccc1NC(=O)c1ccc(-c2ccccc2F)o1	0	98	100	-0.5	54	100	-5	-11	-1	3	-7

Overlap with the part before: four entries, then new ones.
SMILES	Mcl-1 Bim block	RGS8-Gao reg	RGS4-Gao reg	ABCB1 inh	ABCG2 block	RGS7-Gao reg	Bcl-B Bim block	Bfl-1 Bim block	Bim-Bcl-XL	Bim-Bcl-W	Bcl-2 Bim block
Cc1cc(NC(=O)C2CC2)ncc1NC(=O)C12CC3CC(CC(C3)C1)C2	0	100	102	1.6	7	104	-6	-9	-4	0	-7
COc1ccc(C2CC(c3cccs3)=NN2C(=O)c2ccc(Br)o2)cc1 (stereo not drawn)	3	74	86	0.9	5	88	0	0	2	2	2
C=C(C)c1cccc(C(C)(C)NC(=O)N2CCCC(C(N)=O)C2)c1 (stereo not drawn)	-2	100	102	0.6	-4	100	-7	-16	-10	-3	-8
COc1ccccc1NC(=O)c1ccc(-c2ccccc2F)o1	0	98	100	-0.5	54	100	-5	-11	-1	3	-7
O=C(NCCCn1ccnc1)C(=O)NCC(c1ccco1)N1CCN(c2ccccc2)CC1 (stereo not drawn)	0	96	95	0.2	0	?	-1	-2	-2	0	-1
O=C(CCN1C(=O)COc2ccccc21)NCc1ccco1	-2	101	99	0.3	1	101	-1	4	7	0	2
O=C(O)/C=C/C(=O)NCCNc1ncc(C(F)(F)F)cc1Cl	-2	101	101	1.4	2	102	-4	-4	-1	0	1
Cc1ccc(NC(=O)N2CCC(C(=O)NCCC3=CCCCC3)CC2)cc1	-2	100	103	1.6	10	105	-11	-9	-5	0	-9
O=C(COC(=O)Cc1ccc(-c2ccccc2)cc1)NCc1ccccc1	-3	102	105	-0.4	3	99	-4	-2	-4	-4	-1
O=C(O)CSCc1nc2scc(-c3ccccc3)c2c(=O)[nH]1	0	102	103	1.3	13	103	2	6	0	2	2
CN1CCCN(Cc2nc(-c3ccc(Cl)cc3)no2)CC1	-4	102	101	-0.4	-1	102	-5	-5	-4	-1	-8
O=C(COc1cccc(Cl)c1Cl)Nc1ccc2c(c1)CCC2	12	100	100	-0.3	6	98	-4	-4	-5	0	-6
O=C(COc1ccc(S(=O)(=O)NC2CCCCC2)cc1Cl)NCC1CCCO1 (stereo not drawn)	4	102	104	0.9	17	104	-4	-12	-4	3	-7
CC1CCc2cc(F)ccc2N1C(=O)CSc1nnc2c3ccccc3n(C)c2n1 (stereo not drawn)	-4	106	104	11	40	104	-18	-14	-12	-1	-4
Fc1ccc(/C=C2\CCCC3=C2NC(=S)NC3c2ccc(F)cc2)cc1 (stereo not drawn)	-1	98	99	-0.9	-3	111	-13	20	4	4	5
Cc1cc(C)c(C#N)c(Nc2ccc3c(c2)OCCO3)n1	-5	98	101	0.4	3	100	-9	-10	-9	-5	-6
C=CCSc1nc2c(c(=O)n(C)c(=O)n2C)n1CC	-1	104	102	0.1	1	104	-7	-8	-15	0	-5
O=C(c1ccc(F)cc1)C1CCN(C(=O)Nc2ccc(F)cc2)CC1	-2	98	101	0.2	1	99	-1	-1	-2	-3	-1
O=C(NCCCN1CCOCC1)c1ccc(Sc2cccc(Cl)c2)c([N+](=O)[O-])c1	-2	100	97	1.8	15	94	-11	-16	-7	-6	-5
O=c1oc2ccccc2c(NCc2ccccc2)c1[N+](=O)[O-]	-2	99	97	1.8	17	100	-4	-2	-6	-3	-2
CCC(C)(C)NC(=O)c1ccc(S(=O)(=O)N2CCCCCC2)cc1	-2	101	96	1.4	9	103	-6	0	-4	-4	-1
